PDI inh – PDI (human) enzyme inhibition | inhibition, % at 10 µM | PDI insulin aggregation turbidity, A650, 90 min | 350,000 tested, 0.052% active | P07237 | AID 588391;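 active = mean inhibition across replicates of 30% or more, whatever share of single replicates reach that level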;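 note: absorbance from insulin aggregation driven by PDI reduction with DTT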
Target sequence (P07237 whole entry, looked up): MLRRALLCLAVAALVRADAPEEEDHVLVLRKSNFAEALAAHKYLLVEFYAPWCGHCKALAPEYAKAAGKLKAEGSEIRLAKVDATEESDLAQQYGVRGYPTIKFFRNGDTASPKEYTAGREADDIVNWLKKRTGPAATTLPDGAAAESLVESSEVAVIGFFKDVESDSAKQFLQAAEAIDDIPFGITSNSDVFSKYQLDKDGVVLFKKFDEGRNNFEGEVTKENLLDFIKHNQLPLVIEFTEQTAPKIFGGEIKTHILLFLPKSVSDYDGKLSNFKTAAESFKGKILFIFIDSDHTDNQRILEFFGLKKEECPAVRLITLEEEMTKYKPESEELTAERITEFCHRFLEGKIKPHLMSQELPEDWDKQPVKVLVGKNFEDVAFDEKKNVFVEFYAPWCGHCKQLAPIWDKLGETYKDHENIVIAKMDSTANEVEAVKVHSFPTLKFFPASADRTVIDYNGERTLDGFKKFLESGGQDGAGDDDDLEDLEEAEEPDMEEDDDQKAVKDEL
HTR2A ag – mouse HTR2A agonism via beta-arrestin recruitment | activation, % at 7.6 µM | 360,000 tested, 0.66% active | CHO-K1 mHTR2A beta-arrestin complementation, luminescence; percent of 30 µM serotonin response;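 active = activation above a run cutoff, the mean activation of all tested compounds plus 3 SD, cut at about 14% in these data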;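 note: 0% = plate median of compound wells and 100% = 30 µM serotonin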
Target sequence (P35363 whole entry, looked up): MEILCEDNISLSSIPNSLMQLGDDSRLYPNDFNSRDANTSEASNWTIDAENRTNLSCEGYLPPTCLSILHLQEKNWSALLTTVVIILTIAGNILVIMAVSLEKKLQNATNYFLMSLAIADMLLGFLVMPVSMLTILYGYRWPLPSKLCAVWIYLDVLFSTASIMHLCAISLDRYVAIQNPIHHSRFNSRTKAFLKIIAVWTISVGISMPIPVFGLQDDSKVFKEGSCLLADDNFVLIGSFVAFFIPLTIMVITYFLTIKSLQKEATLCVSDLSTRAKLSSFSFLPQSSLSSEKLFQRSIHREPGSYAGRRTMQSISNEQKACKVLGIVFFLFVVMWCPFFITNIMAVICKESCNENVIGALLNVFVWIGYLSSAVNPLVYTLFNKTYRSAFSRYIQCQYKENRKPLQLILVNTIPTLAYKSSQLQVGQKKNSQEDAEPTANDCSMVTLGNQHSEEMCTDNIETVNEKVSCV
Shn3 3UTR inh – reduces Shn3 3'UTR luciferase signal in osteoblasts | Clone20 osteoblast Shn3 3'UTR firefly luciferase, 24 h | inhibition, % at 12.5 µM | 360,000 tested, 0.52% active;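 active = mean inhibition of at least 75% with every replicate also reaching 75%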;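 note: 0% = median of neutral control wells and 100% = pilot-screen positive control compound; some compounds past the cut are filed as inactive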
Peg3 promoter – inhibitors of Peg3 promoter | HeLa PEG-Prom luciferase reporter, luminescence, overnight | inhibition, % at 20 µM | 360,000 tested, 1.7% active | AID 588405;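 active = inhibition of at least 50% at 20 µM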
Cardio protect – modulators protecting cardiomyocytes from myocardial damage | H9c2 cardiomyocytes, H2O2 injury protection, ATPLite, 2 h | protection from H2O2 cell death, % at 20 µM | 360,000 tested, 0.63% active | AID 588492;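 active = compounds giving at least 50% protection of heart cells from peroxide-induced death in the single-dose screen, raw or plate-pattern-corrected value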;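 note: 0% = DMSO wells with peroxide and 100% = DMSO wells without peroxide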
NR2E3 ag-1 – agonists of human NR2E3 nuclear receptor; Q9Y5X4; 360,000 tested, 0.35% active; AID 602229; inhibition of corepressor binding, % at 3.98 µM; CHO-S Gal4-NCOR/VP16-NR2E3 two-hybrid, luciferase;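 active = inhibition above the mean of all tested compounds plus 3 SD, cut at about 70% in these data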;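 note: 0% = DMSO with NR2E3 transfected cells and 100% = cells lacking NR2E3 construct; higher means lower luciferase signal from less NR2E3 corepressor binding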
TRPM1 prom inh – reduces MITF-dependent TRPM1 promoter luciferase signal; inhibition, % at 12.5 µM; 330,000 tested, 0.83% active; SK-MEL-5 TRPM1 promoter luciferase, 24 h;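 active = mean inhibition across replicates of 60% or more, whatever share of single replicates reaches that level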; note: values of inactives mirror those of a sister screen read the other way
NR2E3 ag-2 – activates human photoreceptor nuclear receptor NR2E3 | GST-NR2E3/biotin-RetCOR TR-FRET, 1536-well | inhibition of corepressor binding, % at 4.78 µM | 320,000 tested, 0.12% active | AID 2300;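 active = percent inhibition above the cutoff of mean plus 3 SD of all tested compounds, set per screening campaign, cut at about 20% in these data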;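 note: 0% = DMSO wells and 100% = biotin wells as full block of FRET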
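Material – GST-tagged NR2E3 plus biotinylated RetCOR corepressor · Quantity – NR2E3 fusion 1.35 nM · Times – 5 h incubation at 4 °C · Medium – pH 7.5 Tris-based buffer · Technique – TR-FRET, Eu(K)-anti-GST donor, streptavidin-D2 acceptor, ex 340, em 617/671 nm · Benchmarks – high control biotin, low control 0.6% DMSO · Format – 1536-well plates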
iPSC survival up – increases survival of single human iPS cells | hiPSC single-cell survival, ATPlite luminescence; 100% = ROCK inhibitor wells, 0% = DMSO | survival enhancement, % at 20 µM | 360,000 tested, 0.044% active | AID 602274; in the data active = survival enhancement above about 18%;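 note: cells exposed to compounds for 16 hours before the ATP read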
HIF-2a block – blocks HIF-2a reporter activity; 786-0 RCC cells HIF-2a reporter, luciferase luminescence, overnight; AID 624352; 360,000 tested, 0.72% active; inhibition, % at 18.8 µM;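 active = inhibition of the luminescence signal of 40% or more relative to plate controls, in a single-dose primary screen at 18.75 µM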
CaV13 ICDI inh – Primary screen for inhibitors of IQ motif and Ca2+-dependent inactivation inhibitor domain binding in CACNA1D, Förster resonance energy transfer in living cells, …. inhibition, % at 12.3 µM. HEK cells, CFP/YFP FRET ICDI-IQ, plate reader, 10 min; percent FRET-ratio fall versus neutral wells. 340,000 tested, 0.098% active;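 active = mean replicate inhibition of at least 30% and at least 1% of replicates passing that level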;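 note: 0% = median of the neutral control wells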
Active calls of the source: *; / = not tested or not shown.

SMILES | PDI inh | HTR2A ag | Shn3 3UTR inh | Peg3 promoter | Cardio protect | NR2E3 ag-1 | TRPM1 prom inh | NR2E3 ag-2 | iPSC survival up | HIF-2a block | CaV13 ICDI inh
CN(C(=O)COc1ccc(Cl)cc1)C1(C)CCS(=O)(=O)C1 (configuration not stated) | -2.9 | 2.5 | -8.0 | -1.7 | 3.8 | 12.4 | 7.4 | 1.2 | -0.6 | 9.8 | -5.4
Cc1nn(CC(=O)NCc2cccs2)c(=O)c2nn(-c3ccccc3)c(C)c12 | -6.4 | -4.6 | 3.8 | 6.7 | -2.8 | -30.4 | 8.2 | 3.4 | 0.5 | 14.7 | -13.4
COc1ccc(-c2c(C)nn3c(C)cc(C)nc23)cc1 | -3.2 | 9.8 | -4.0 | -2.9 | 1.7 | -16.8 | -10.5 | 3.0 | 0.2 | 21.9 | 11.8
Cc1cc(C)n(-c2ccc(NC(=O)C3CCCCN3Cc3cccc4c3OCO4)cc2)n1 (configuration not stated) | -3.4 | -7.0 | 0.2 | 30.6 | 7.4 | -25.1 | 12.5 | / | -0.5 | 2.1 | /
O=C(Oc1ccc2cccc(OC(=O)N3CCOCC3)c2c1)N1CCOCC1 | -3.2 | 3.6 | -14.1 | 0.7 | -7.8 | -14.9 | -3.7 | 3.6 | 0.5 | 14.1 | 0.2
Cc1ccc(C)c(C2=CSC3=NCCN23)c1 | -7.1 | -0.8 | -0.4 | 26.3 | -3.2 | 0.5 | -3.9 | 0.9 | -2.6 | 12.8 | /
COc1ccc(NC(=O)Cc2nnc(SCC(=O)c3ccc(F)cc3)n2C)cc1 | 0.3 | -2.9 | 3.4 | 10.0 | -2.9 | 13.3 | -11.5 | 1.3 | 0.0 | 8.6 | -2.9
O=C(NC1CCCC1)C(c1cc2c(cc1[N+](=O)[O-])OCO2)N1CCCC1 (configuration not stated) | 3.7 | -2.2 | -47.3 | -83.5 | 7.5 | -74.1 | -8.3 | 4.8 | -0.3 | -91.3 | -5.9
CN(/N=C/c1ccccc1)C(=S)c1ccccc1 | -1.8 | 5.5 | 3.3 | -12.9 | -6.2 | -43.4 | 1.8 | -0.2 | -0.7 | -19.8 | -4.5
CCc1nnc(NC(=O)OCc2ccccc2)s1 | 1.8 | -3.0 | -24.4 | -161.8 | -4.7 | -35.6 | -33.7 | 1.7 | -1.0 | -102.5 | /

Profiles, looked up by structure.
CN(C(=O)COc1ccc(Cl)cc1)C1(C)CCS(=O)(=O)C1 (configuration not stated) across the screens: PDI inh = -2.9; HTR2A ag = 2.5; Shn3 3UTR inh = -8.0; Peg3 promoter = -1.7; Cardio protect = 3.8; NR2E3 ag-1 = 12.4; TRPM1 prom inh = 7.4; NR2E3 ag-2 = 1.2; iPSC survival up = -0.6; HIF-2a block = 9.8; CaV13 ICDI inh = -5.4
O=C(NC1CCCC1)C(c1cc2c(cc1[N+](=O)[O-])OCO2)N1CCCC1 (configuration not stated) across the screens: PDI inh = 3.7; HTR2A ag = -2.2; Shn3 3UTR inh = -47.3; Peg3 promoter = -83.5; Cardio protect = 7.5; NR2E3 ag-1 = -74.1; TRPM1 prom inh = -8.3; NR2E3 ag-2 = 4.8; iPSC survival up = -0.3; HIF-2a block = -91.3; CaV13 ICDI inh = -5.9

Additional entries.
SMILES | PDI inh | HTR2A ag | Shn3 3UTR inh | Peg3 promoter | Cardio protect | NR2E3 ag-1 | TRPM1 prom inh | NR2E3 ag-2 | iPSC survival up | HIF-2a block | CaV13 ICDI inh
Cc1cccc(-n2nnnc2SCC(=O)c2cc(C)n(Cc3ccco3)c2C)c1 | 5.0 | -0.1 | 9.5 | -13.1 | -2.8 | -19.8 | -13.0 | -1.3 | -1.9 | -32.2 | -3.9
Cc1ccc(C)c(SCC(=O)NNC(=O)c2csc(N3CCOCC3)n2)c1 | 2.2 | -2.1 | -6.7 | 2.9 | 6.4 | -15.8 | 1.3 | -2.8 | -0.3 | 23.0 | -12.4
CC1(C)NC(=O)N(CCOCCOc2ccccc2)C1=O | -0.2 | -1.2 | -11.8 | 0.0 | 3.4 | -10.1 | -16.8 | -2.9 | -0.2 | 7.6 | -4.2
COc1ccc(C)cc1NC(=O)CN(Cc1nnc(-c2ccc(Cl)cc2)o1)C1CCCC1 | -7.2 | -5.2 | -4.4 | -65.9 | -12.3 | -50.6 | -8.1 | -0.6 | -3.4 | -144.2 | -3.5
Cc1ccc(/C=N/n2c(-c3cccc(Cl)c3)n[nH]c2=S)o1 | -1.9 | 0.5 | 6.2 | 13.2 | -1.7 | -9.9 | / | -3.9 | -0.5 | 0.5 | -19.4
O=C(Cn1c(=O)oc2cc(S(=O)(=O)N3CCCC3)ccc21)Nc1ccccc1Br | -4.2 | -0.3 | 12.9 | 24.6 | -6.2 | 13.2 | 0.1 | 2.0 | 1.9 | 14.3 | /
COc1ccc(-c2ccccc2)cc1NCc1ccccc1C | -17.7 | -5.2 | -47.4 | -23.8 | -5.3 | -26.1 | -31.6 | 0.2 | 0.3 | -123.1 | -13.7
CCCC(=O)c1ccc(N2CCCCC2)c(F)c1 | -21.3 | 1.0 | -59.8 | -175.4 | -4.2 | -7.2 | -81.1 | 8.6 | -0.4 | -89.5 | -3.1
CCCN(CC(=O)Nc1ccccc1C)C(=O)C1CCN(S(=O)(=O)c2ccccc2C(F)(F)F)CC1 | 21.6 | 0.2 | 12.7 | -2.0 | -2.7 | -11.6 | -1.1 | 4.3 | -0.2 | 6.4 | -14.6
Cc1ccc(NC(=O)CSc2nc3[nH]ncc3c(=O)[nH]2)cc1 | 9.2 | 2.7 | 6.2 | 3.7 | 0.4 | 1.7 | 8.1 | -2.9 | 0.3 | 25.6 | -3.7
COC(=O)C(Cc1cnc(Cl)s1)(C(=O)OC)c1ccc(C(F)(F)F)cc1[N+](=O)[O-] | -3.1 | -0.9 | 20.7 | 12.3 | 3.1 | -9.2 | 15.2 | 4.1 | 3.5 | 12.8 | -5.6
CCOC(=O)Cn1nnnc1C(CC)N(Cc1cc2ccc(C)cc2[nH]c1=O)C1CCCC1 (configuration not stated) | -38.3 | 0.4 | -21.7 | 9.8 | 13.3 | 0.2 | 0.9 | 2.6 | -1.8 | 7.6 | /
Cc1cccc(NC(=S)N(C)C2CCCCC2)c1 | 1.6 | 4.1 | 26.2 | -72.1 | -3.9 | -14.9 | -5.8 | -1.7 | -0.8 | -76.0 | -6.5
Cc1cccc(COCC(Cc2ccccc2)N2CCN(C(=O)c3cc(Cl)cc(Cl)c3)CCC2=O)c1 (configuration not stated) | 5.2 | -4.3 | 19.2 | 12.3 | 0.4 | 2.6 | -7.4 | 3.6 | 0.4 | 8.1 | /
CC1CCN(C(=O)COC(=O)c2ccccc2NC(=O)c2ccco2)CC1 | -4.5 | 4.4 | -7.8 | -63.5 | -5.7 | -23.9 | -25.9 | 4.8 | 0.0 | -84.2 | -6.1
Cc1cc(C)c(C(N)=O)c(Nc2ccc(F)cc2)n1 | 2.6 | 5.7 | 16.9 | 5.8 | 10.5 | -1.6 | -1.7 | 2.2 | -0.1 | 5.0 | -5.5
CN(CCCC(=O)N1CCCC(C(N)=O)C1)S(=O)(=O)c1ccc(F)cc1 (configuration not stated) | 0.2 | -1.2 | 3.4 | -2.1 | -1.8 | -31.6 | -2.1 | -0.4 | -0.1 | 8.9 | -4.0
COc1cc(C(=O)N[C@H](C(=O)OCC(=O)NC2CCCCCC2)C(C)C)cc(OC)c1OC | 3.9 | 0.9 | 13.0 | 4.0 | 13.3 | -27.2 | 3.1 | / | 0.4 | 2.2 | -13.6
CC(=O)c1c(C)[nH]c(C(=O)NCc2ccc(Cl)cc2)c1C | -4.1 | -2.5 | 6.6 | -16.8 | -5.1 | 24.4 | / | / | 2.1 | -17.6 | -5.0
CCc1ccc(NC(=O)C(=O)NCC2CCCN2S(=O)(=O)c2cccs2)cc1 (configuration not stated) | 2.8 | -4.7 | 32.8 | 10.8 | -3.8 | -28.7 | 3.2 | 1.0 | 0.6 | -2.7 | -6.0
COc1ccccc1N(CC(=O)NCc1ccc(F)cc1)C(=O)CCC(=O)Nc1ccccn1 | 5.7 | 3.3 | 9.2 | 3.5 | -2.6 | -0.8 | -7.0 | -0.2 | 2.9 | 17.8 | -3.7
CC(C)CCNC(=O)C1CCCN(S(=O)(=O)c2ccc3c(c2)CC(C)N3C(=O)C2CC2)C1 (configuration not stated) | -9.3 | -1.5 | -13.0 | 18.0 | -0.2 | 2.5 | -0.5 | 0.8 | -0.1 | 9.2 | -15.5
CCOc1ccccc1NC(=O)CCN1CCN(S(=O)(=O)c2ccc(OC)cc2)CC1 | 0.6 | 3.1 | -8.0 | 10.6 | 7.5 | -13.4 | 5.5 | -1.5 | 4.9 | 21.6 | -3.1
CCOC(=O)N1CCC(NC(=O)c2ccc(CS(=O)(=O)c3ccccc3C)o2)CC1 | / | 1.9 | -4.6 | -5.0 | 9.1 | 1.2 | 2.2 | -0.9 | 2.7 | 10.1 | -3.5
CCOC(=O)c1cnc(-c2ccccc2)nc1N1CCOCC1 | 4.0 | -1.0 | 0.0 | 0.5 | -9.6 | -10.6 | -7.1 | -5.2 | 2.3 | 21.8 | 2.4
O=C(CCc1ccccc1)Nc1cc(C(F)(F)F)ccc1Cl | -5.4 | 1.0 | -4.8 | -5.4 | -5.2 | -5.4 | -2.9 | -0.6 | -0.2 | -29.2 | -5.2
COc1ccc(CNC(=O)C2CCCC2)cc1 | 1.9 | -4.0 | -20.6 | -10.4 | -1.1 | -22.6 | -15.8 | -4.2 | -0.1 | -46.5 | -4.8
O=C(O)c1ccc(/C=N/Nc2ccc(S(=O)(=O)N3CCCC3)cc2[N+](=O)[O-])cc1 | 3.7 | 7.3 | 20.1 | 21.3 | 1.5 | -5.6 | -17.5 | -0.4 | 0.0 | 20.7 | 3.5
O=C(CC1SC(=NCc2ccccc2)NC1=O)Nc1ccccc1 (configuration not stated) | 2.0 | 1.8 | 11.8 | 26.1 | 3.4 | 8.7 | 25.8 | 1.0 | 4.6 | 6.7 | -4.3
CN(C)S(=O)(=O)n1ccnc1 | 4.9 | 0.2 | -2.0 | 3.5 | 1.5 | -2.7 | 2.1 | 4.2 | -1.0 | 4.5 | -7.8
CC(=O)c1ccc(OCC(O)CN2CCN(c3ccc(F)cc3)CC2)cc1 (configuration not stated) | -0.8 | 2.7 | 15.0 | 1.7 | -2.6 | -31.5 | 4.6 | -0.1 | -0.3 | -1.4 | -4.7
CCc1cc(=O)oc2cc(OCC(=O)NCCN3CCOCC3)c(Cl)cc12 | -3.3 | -4.7 | 2.6 | -9.4 | -1.9 | -0.4 | 8.1 | -1.1 | -0.5 | 0.2 | -2.5
COc1ccc(C2N(c3ccccn3)C(=O)C3CCCN32)c(OC)c1 (configuration not stated) | 4.5 | -2.5 | -42.8 | -1.6 | 4.7 | -30.6 | 8.1 | -0.4 | -1.4 | 4.0 | -4.4
Cc1sc2nc(CSc3ncn[nH]3)[nH]c(=O)c2c1C | 2.6 | -0.3 | -9.6 | 7.3 | 12.5 | -16.7 | 2.2 | -1.8 | -1.4 | 1.7 | -6.8
